Assay outcomes (PubChem BioAssay)
CXCR6 inh = CXCR6 (human) receptor inhibition; O00574; CHO-K1 PathHunter CXCR6 beta-arrestin, luminescence; inhibition, % at 20 µM; 360,000 tested, 0.36% active; in the data active = inhibition above about 34%, passing the limit was not always enough;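 also: antagonist mode with CXCL16 agonist at 10 nM final; 0% = 10 nM CXCL16 with DMSO and 100% = unstimulated wells without agonist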
Target sequence (O00574 whole entry, looked up): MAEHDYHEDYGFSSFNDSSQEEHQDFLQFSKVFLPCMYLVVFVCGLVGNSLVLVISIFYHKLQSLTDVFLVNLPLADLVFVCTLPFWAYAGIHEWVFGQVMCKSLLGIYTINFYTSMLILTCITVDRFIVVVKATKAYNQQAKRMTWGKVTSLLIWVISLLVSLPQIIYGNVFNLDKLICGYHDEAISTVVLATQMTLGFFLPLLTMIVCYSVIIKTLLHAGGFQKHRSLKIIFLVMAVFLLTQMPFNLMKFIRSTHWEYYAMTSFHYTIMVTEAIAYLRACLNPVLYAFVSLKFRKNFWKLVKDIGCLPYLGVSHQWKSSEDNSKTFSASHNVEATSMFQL
EBI2 antag = antagonists of human EBI2 receptor | P32249 | EBI2 beta-arrestin recruitment, luminescence, 7a,25-OHC stimulated | inhibition, % at 5 µM | 360,000 tested, 0.81% active; in the data active = inhibition above about 38%;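 also: enzyme fragment complementation signal reports receptor beta-arrestin coupling in cells; 0% = agonist plus DMSO wells and 100% = wells without agonist; some results beyond the cut were filed as inactive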
CHOP UPR activ = apoptotic UPR (CHOP) activation. AID 449763. 330,000 tested, 0.34% active. activation, % at 10 µM. CHO-CHOP luciferase reporter, luminescence; percent of tunicamycin response over DMSO baseline;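 active = at 10 µM dose, activation of 40% or more, normalized to positive control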;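 also: 100% = tunicamycin at 10 µg/mL and 0% = DMSO alone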
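System: CHO-CHOP luciferase reporter cell line | Buffer or medium: F12 medium containing 10% fetal bovine serum | Doses: One dose, 10 µM in 0.5% DMSO | Times: 6 h compound exposure at 37 °C after overnight seeding | Signal: Luciferase luminescence | Read-out: % activation vs tunicamycin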
Mdm2 MdmX PPI = disrupts the human Mdm2-MdmX interaction | SaOS-2 split-luciferase Mdm2/MdmX complementation, luminescence | inhibition, % at 8 µM | 330,000 tested, 3% active | AID 485346;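 active = inhibition of at least 50% at 8 µM in the primary screen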
APJ ag = APJ receptor agonism | 330,000 tested, 0.11% active | AID 2520 | CHO-K1 APJ PathHunter beta-arrestin, luminescence; 0% DMSO wells, 100% apelin | activation, % at 20 µM | P35414;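 active = activation more than six SD over the plate average, tested at 20 µM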;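 also: 0% = DMSO alone and 100% = apelin-13 at 10 nM; some results filed as inactive read as strong as hits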
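Incubation: overnight seeding, 90 min compound at 25 °C, 1 h detection; test system: PathHunter CHO-K1 APJ (AGTRL-1) beta-arrestin reporter cells; amount: 1000 cells/well; doses: one dose, 20 µM compound, 1% DMSO; measured by: beta-gal luminescence; measure: agonist-driven arrestin binding to APJ; benchmarks: negative DMSO alone, positive Apelin-13 at 10 nM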
XBP1 UPR activ = adaptive UPR (XBP1) activation; CHO-XBP1 luciferase reporter, IRE1-XBP1 UPR activation, luminescence; percent of tunicamycin response, DMSO as zero; activation, % at 20 µM; 330,000 tested, 0.33% active;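 active = versus positive control, 20 µM dose yields 30% or more activation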;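 also: 100% = tunicamycin at 10 µg/mL and 0% = DMSO only wells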
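Material: CHO-XBP1 cells stably carrying IRE1-XBP1-driven luciferase reporter / Amount: 1000 cells per well / Compound: 20 µM, 1% DMSO / Times: 6 h treatment, 37 °C / Detection: luciferase luminescence / Measure: % activation of reporter signal versus tunicamycin and DMSO controls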
APJ antagonist = antagonists of human APJ apelin receptor. inhibition, % at 20 µM. CHO-K1 APJ beta-arrestin complementation, luminescence. P35414. 330,000 tested, 0.32% active;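 active = inhibition above about 40% at 20 µM, limit read from the data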;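 also: cells challenged with 10 nM apelin-13 agonist together with compound; plate controls were apelin-13 plus DMSO wells for no effect and DMSO wells lacking apelin-13 for full effect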
tim23-1 inh = growth inhibitors of tim23-1 mutant yeast; inhibition, % at 20 µM; S. cerevisiae tim23-1 growth, BacTiter-Glo luminescence, 24 h; 330,000 tested, 1.3% active;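 active = growth inhibition of the mutant yeast at or above 50%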;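 also: temperature-sensitive mutant grown at 25 °C; plate controls were DMSO-treated mutant yeast for no effect and medium wells lacking yeast for full effect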
CCR6 antagonist = CCR6 (human) receptor antagonism; P51684; 340,000 tested, 0.49% active; inhibition, % at 20 µM; CHO-K1 CCR6 PathHunter beta-arrestin, luminescence, CCL20-stimulated;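 active = compounds whose inhibition of the agonist-driven luminescence signal at 20 µM reaches about 50%, limit read from the data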;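 also: cells stimulated with CCL20 at 14 nM final; plate controls were DMSO with CCL20 for no effect and DMSO without agonist for full effect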
Target sequence (P51684 whole entry, looked up): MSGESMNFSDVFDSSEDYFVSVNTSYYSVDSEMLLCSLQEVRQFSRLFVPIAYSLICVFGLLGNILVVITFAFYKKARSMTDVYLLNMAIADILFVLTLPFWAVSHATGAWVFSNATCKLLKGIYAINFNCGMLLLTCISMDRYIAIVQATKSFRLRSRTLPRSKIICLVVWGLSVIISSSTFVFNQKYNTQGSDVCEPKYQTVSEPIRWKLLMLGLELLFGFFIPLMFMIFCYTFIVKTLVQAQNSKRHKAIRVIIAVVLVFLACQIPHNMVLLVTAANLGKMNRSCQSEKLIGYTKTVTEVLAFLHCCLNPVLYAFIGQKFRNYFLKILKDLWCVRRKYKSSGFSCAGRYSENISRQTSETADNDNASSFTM
Numbers without * were called inactive; x = not tested or not shown. These rows are one share of the data (hit frequency here may not be typical).

SMILES	CXCR6 inh	EBI2 antag	CHOP UPR activ	Mdm2 MdmX PPI	APJ ag	XBP1 UPR activ	APJ antagonist	tim23-1 inh	CCR6 antagonist
Cc1ccc(C)c(NS(=O)(=O)c2c(C)[nH]c(C)c2C(=O)N2CCCCC2)c1	6	-4	-0.3	-1	23	-3	-11	7	8
CCc1cccc(C)c1NC(=S)N(CCOC)C(C)c1ccco1 (stereo not given)	7	-10	0.2	13	-5	-2	2	41	21
CN(CC(=O)Nc1ccc(S(=O)(=O)N2CCCC2)cc1)Cc1ccc(Cl)cc1	4	16	-1.4	-14	-1	0	0	29	14
C/C(=N/NS(=O)(=O)c1ccc(C)cc1)c1ccc(NC(=O)C(F)(F)F)cc1	-16	-9	3.9	6	-1	3	-14	10	13
COc1ccc(CCNC(=O)c2csc3c2CCCC3)cc1	-7	28	1.9	13	-4	3	-8	25	17
CCCOc1ccc(C(=O)Nn2c(C)nc3ccccc3c2=O)cc1	-8	-1	1.0	3	-4	-3	14	17	4
O=C(CN1C(=O)C(=O)N(C2CCCC2)C1=O)Nc1ccc(N2CCOCC2)cc1	-2	-1	-1.4	5	1	-2	-1	-3	4
COc1ccc(-c2nn(-c3ccccc3)cc2C(=O)Nc2ccc(C(=O)O)cc2)cc1OC	-3	2	2.5	28	-4	-2	21	6	-17
COc1cc(/C=N/n2c(=S)[nH]nc(C)c2=O)cc([N+](=O)[O-])c1O	3	17	-0.9	-8	-4	-3	5	-1	-2
COc1ccccc1CNC(=O)C1CCN(C(=O)N(C)C)CC1	-2	-11	0.5	-13	-1	2	13	-8	-7
Cc1nc2ncccn2c1-c1csc(Nc2cccc(C(=O)O)c2)n1	11	-2	1.2	5	-4	-3	26	-2	11
Cc1cccc2cc(CN(Cc3ccc(F)cc3)Cc3nnnn3C3CCCC3)c(=O)[nH]c12	-5	-3	2.1	42	4	-6	-3	4	10
COc1ccccc1NC(=O)Cc1coc2cc(C)ccc12	-5	-7	0.4	2	-4	3	-18	28	9
Cc1ccc(NC(=O)c2sc(N)nc2-c2ccc([N+](=O)[O-])cc2)cc1C	6	11	8.5	9	-2	2	-15	-10	6
Cc1ccc(S(=O)(=O)NC(=O)c2ccc(-c3ccc(C)c4ccccc34)o2)cc1	-1	-8	-1.2	-32	2	-2	-18	38	-3
Cc1ccc(Cl)cc1NC(=O)COC(=O)CC1CC2CCC1C2 (stereo not given)	-1	9	-0.9	-1	5	-1	-8	12	4
CCOc1cc(/C=N/O)cc(Cl)c1OC	-3	-3	-0.2	12	-4	-2	7	-5	-5
C/C(=N\NC(=O)CSCc1ccc([N+](=O)[O-])cc1)c1ccccc1O	-2	-2	2.2	16	-2	-3	10	4	-1
O=C1CC(N(Cc2cccs2)C(=O)Nc2ccccc2)C(=O)N1c1ccc(Cl)cc1 (stereo not given)	1	1	0.6	34	-3	-4	14	38	1
O=C1CCN(CCc2ccccc2)CCN1[C@H](CSc1ccc(Br)cc1)Cc1ccccc1	29	10	-0.3	20	-7	4	-2	1	14
Cc1ccc(-n2[nH]c(C)c(/C=N/NC(=O)c3cccc([N+](=O)[O-])c3)c2=O)cc1C	x	x	10	72*	-1	5	28	8	x
CCCCOC(=O)Nc1ccccc1C(=O)OC	7	5	-1.6	7	-5	-1	3	10	12
COc1ccccc1NC(=O)CSC1=NC(=O)C(NC(C)=O)C(=O)N1 (stereo not given)	3	-7	1.2	24	-2	-2	12	11	-4
CCN(CC)S(=O)(=O)c1ccc(N2CCCCC2)c(NC(=O)/C=C/c2ccc(OC)c(OC)c2)c1	5	26	-1.0	2	1	-2	3	26	-5
O=C(NC1=C(Nc2ccc(Cl)cc2)C(=O)c2ccccc2C1=O)c1ccccc1	0	-14	4.6	22	3	-2	-55	10	6
O=C(Cc1ccc([N+](=O)[O-])cc1)Nc1nccs1	0	-19	0.5	10	-3	-2	7	9	-6
CCn1ncc(C2=NOC(C(=O)Nc3ccccc3C(=O)OC)C2)c1C (stereo not given)	-13	-4	-0.3	9	-3	-2	-11	25	6
Cc1ccc(NC(=O)CSc2nn(-c3ccccc3)c(=S)s2)cc1S(=O)(=O)N(C)C	2	-3	4.9	15	0	1	6	13	26
O=C(CN1C(=O)NC2(CCCC2)C1=O)OCCOc1ccc(Br)cc1	2	4	1.7	21	-8	-2	8	0	-2
C=CCn1c(SCC(=O)N2CCN(c3ccc(F)cc3)CC2)nnc1-c1cccs1	-6	-3	-1.6	-3	-4	-1	-55	-2	8
O=S(=O)(NCCc1ccc(F)cc1)c1cccc2cccnc12	-4	-3	0.9	-19	-1	-3	10	16	16
O=C1CN(C(=O)COc2cccc(F)c2)c2ccccc2N1	x	x	1.9	5	-1	0	-1	-11	x
CC(CCC(=O)O)C1CC[C@@]2(C)C3C(=O)CC4C(C)(C)C(O)CC[C@]4(C)C3C(=O)C[C@]12C (stereo not given in full)	-9	-4	-0.2	2	1	-1	5	4	10
CC(C)(C)OC(=O)N1CCC[C@H]1c1nnc(SCc2ccccc2)o1	0	4	0.8	8	1	-2	9	18	6
COC(F)(C(=O)Nc1ccc2c(c1)C(=O)NC2=O)C(F)(F)F (stereo not given)	2	9	0.5	-8	-2	1	-10	8	-5
O=S(=O)(Nc1cccc(-c2nc3cccnc3s2)c1)c1cccs1	-16	-9	1.8	13	-1	1	15	13	0
CC(C)c1ccc(CNn2cnnc2)cc1	-5	-7	-1.1	18	-1	-1	-1	16	5
CCCc1cc2c(=O)n(NC(=O)c3nn(C)cc3[N+](=O)[O-])c(C)nc2s1	-4	-4	1.8	-1	-3	-5	4	19	-7
Cc1ccc(C(=O)NC(NC(=O)c2ccc(C)cc2)c2cccc([N+](=O)[O-])c2)cc1	9	-16	-1.0	9	0	-3	16	9	15
COc1ccc(C(=O)OCC(=O)N(C)C2CCS(=O)(=O)C2)cc1Br (stereo not given)	3	-4	-1.0	-2	-1	2	16	21	3
CCC(=O)NCCc1nc2ccccc2n1CC(=O)c1ccccc1	-4	-8	1.0	12	-5	-1	3	-7	6
O=C(NCc1ccc(F)cc1)c1cnccn1	-4	-9	4.8	-14	1	-3	14	16	12
O=C(c1cc(=O)c2ccccc2o1)N(Cc1ccccc1)C1CCS(=O)(=O)C1 (stereo not given)	-3	7	0.9	6	-6	-1	23	1	2
CN(C)CC#CCC(O)(c1ccccc1)C1CCCCC1 (stereo not given)	4	-3	1.8	20	-3	-4	3	-9	14
O=C1CC(N2CCN(c3ncccn3)CC2)C(=O)N1CCc1ccccc1 (stereo not given)	3	0	-1.7	-8	1	4	-6	32	0
COc1ccc(-c2nc(NC(=O)C3=NN(c4cccc(C)c4)C(=O)CC3)sc2C)cc1	1	8	-2.3	16	-3	0	11	-6	4
COc1ccc(C(=O)CC(=O)Nc2ccc([N+](=O)[O-])cc2)cc1	13	3	1.2	2	-4	-5	18	64*	32
CCC(NC(=O)/C(=C\c1ccc2c(c1)OCO2)NC(C)=O)C(=O)O (stereo not given)	-9	-9	6.1	-16	0	1	3	-2	11
N#CC(C#N)=Cc1cnc(N2CCN(c3ccccc3)CC2)s1	-7	9	-0.6	5	-2	2	-18	1	3
O=C(CCCc1cccs1)NCCc1c[nH]c2ccccc12	3	46*	1.7	-23	1	0	-1	49	18
Later entries.
SMILES	CXCR6 inh	EBI2 antag	CHOP UPR activ	Mdm2 MdmX PPI	APJ ag	XBP1 UPR activ	APJ antagonist	tim23-1 inh	CCR6 antagonist
Cc1ccccc1NC(=O)c1cc(C(=O)c2cc(Cl)ccc2O)cn(-c2ccccc2C)c1=O	-15	8	6.6	78*	2	3	-30	17	15
COc1ccc(-n2c(/C=C(\C)O)nc(=O)c3c(C)cc(C)nc32)cc1	-6	-3	-0.8	-5	0	-3	-23	38	0
O=C(c1ccc(Cn2c(=O)[nH]c3ccsc3c2=O)cc1)N1CCN(c2ccccc2)CC1	8	1	0.1	1	2	-2	2	10	3
CC(C)(C)c1cc(/C=N/NC(=O)Cc2nc3ccccc3[nH]2)cc(C(C)(C)C)c1O	-2	3	0.2	7	-1	6	-15	14	6
COc1ccc2c(c1OC)C(=O)OC2CC(=O)c1ccc(O)cc1 (stereo not given)	-3	-20	-3.1	9	-3	1	9	5	14
CC1Cc2ccccc2N1C(=O)COC(=O)Cn1nnc(-c2ccccc2)n1 (stereo not given)	-2	-6	-1.6	13	0	-2	1	11	3

Filtered by structure, the compounds so far containing a thiophene ring, fused or not.
SMILES	CXCR6 inh	EBI2 antag	CHOP UPR activ	Mdm2 MdmX PPI	APJ ag	XBP1 UPR activ	APJ antagonist	tim23-1 inh	CCR6 antagonist
COc1ccc(CCNC(=O)c2csc3c2CCCC3)cc1	-7	28	1.9	13	-4	3	-8	25	17
O=C1CC(N(Cc2cccs2)C(=O)Nc2ccccc2)C(=O)N1c1ccc(Cl)cc1 (stereo not given)	1	1	0.6	34	-3	-4	14	38	1
C=CCn1c(SCC(=O)N2CCN(c3ccc(F)cc3)CC2)nnc1-c1cccs1	-6	-3	-1.6	-3	-4	-1	-55	-2	8
O=S(=O)(Nc1cccc(-c2nc3cccnc3s2)c1)c1cccs1	-16	-9	1.8	13	-1	1	15	13	0
CCCc1cc2c(=O)n(NC(=O)c3nn(C)cc3[N+](=O)[O-])c(C)nc2s1	-4	-4	1.8	-1	-3	-5	4	19	-7
O=C(CCCc1cccs1)NCCc1c[nH]c2ccccc12	3	46*	1.7	-23	1	0	-1	49	18
O=C(c1ccc(Cn2c(=O)[nH]c3ccsc3c2=O)cc1)N1CCN(c2ccccc2)CC1	8	1	0.1	1	2	-2	2	10	3
